Compound activity as filed in PubChem BioAssay.
UPR CHOP act: apoptotic UPR (CHOP) activation | CHO-CHOP luciferase reporter, luminescence; percent of tunicamycin response over DMSO baseline | activation, % at 10 µM | actives 0.34% (n = 330,000) | AID 449763;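 active means at 10 µM dose, activation of 40% or more, normalized to positive control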;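 further: 100% = tunicamycin at 10 µg/mL and 0% = DMSO alone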
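Assay system: CHO cells with stable CHOP pathway luciferase reporter; Buffer or medium: F12 plus 10% serum; Times: 16-18 h cell attachment, then 6 h compound exposure, 37 °C; Signal: luciferase luminescence; Read-out basis: percent activation relative to tunicamycin control; Control set: tunicamycin high control, DMSO low control.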
APJ antag: APJ receptor antagonism; P35414; actives 0.32% (n = 330,000); CHO-K1 APJ beta-arrestin complementation, luminescence; inhibition, % at 20 µM;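 active means inhibition above about 40% at 20 µM, limit read from the data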;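 further: cells challenged with 10 nM apelin-13 agonist together with compound; plate controls were apelin-13 plus DMSO wells for no effect and DMSO wells lacking apelin-13 for full effect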
APJ agonist: APJ receptor agonism; CHO-K1 APJ PathHunter beta-arrestin, luminescence; 0% DMSO wells, 100% apelin; activation, % at 20 µM; actives 0.11% (n = 330,000); AID 2520;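 active means activation more than six SD over the plate average, tested at 20 µM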;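 further: 0% = DMSO alone and 100% = apelin-13 at 10 nM; some results filed as inactive read as strong as hits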
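Assay system – PathHunter CHO-K1 APJ (AGTRL-1) beta-arrestin reporter cells · Compound – one dose, 20 µM compound, 1% DMSO · Timing – compound 90 min 25 °C, reagent 1 h · Measured by – luminescence from split beta-galactosidase complementation, Galacton Star/Emerald II substrate · Measure – beta-arrestin recruitment to APJ as agonist activity, luminescent signal · Benchmarks – DMSO vs Apelin-13 10 nM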
TIM10 inh: inhibits growth of TIM10 yeast strain | S. cerevisiae TIM10 strain growth, BacTiter-Glo luminescence, 24 h | inhibition, % at 10 µM | actives 1.4% (n = 330,000) | AID 463195;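 active means inhibition of 40% or more at the single tested concentration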;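 further: wild-type TIM10 isogenic control strain grown at permissive 25 °C; 0% = DMSO yeast wells and 100% = minimal medium wells without yeast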
tim23-1 inh: tim23-1 yeast growth inhibition; inhibition, % at 20 µM; S. cerevisiae tim23-1 growth, BacTiter-Glo luminescence, 24 h; actives 1.3% (n = 330,000);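 active means growth inhibition of the mutant yeast at or above 50%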;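 further: temperature-sensitive mutant grown at 25 °C; plate controls were DMSO-treated mutant yeast for no effect and medium wells lacking yeast for full effect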
Mdm2-MdmX inh: human Mdm2/MdmX binding inhibition; O15151+Q00987; SaOS-2 split-luciferase Mdm2/MdmX complementation, luminescence; inhibition, % at 8 µM; actives 3% (n = 330,000); AID 485346;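 active means inhibition of at least 50% at 8 µM in the primary screen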
Target sequence (O15151 whole entry, looked up): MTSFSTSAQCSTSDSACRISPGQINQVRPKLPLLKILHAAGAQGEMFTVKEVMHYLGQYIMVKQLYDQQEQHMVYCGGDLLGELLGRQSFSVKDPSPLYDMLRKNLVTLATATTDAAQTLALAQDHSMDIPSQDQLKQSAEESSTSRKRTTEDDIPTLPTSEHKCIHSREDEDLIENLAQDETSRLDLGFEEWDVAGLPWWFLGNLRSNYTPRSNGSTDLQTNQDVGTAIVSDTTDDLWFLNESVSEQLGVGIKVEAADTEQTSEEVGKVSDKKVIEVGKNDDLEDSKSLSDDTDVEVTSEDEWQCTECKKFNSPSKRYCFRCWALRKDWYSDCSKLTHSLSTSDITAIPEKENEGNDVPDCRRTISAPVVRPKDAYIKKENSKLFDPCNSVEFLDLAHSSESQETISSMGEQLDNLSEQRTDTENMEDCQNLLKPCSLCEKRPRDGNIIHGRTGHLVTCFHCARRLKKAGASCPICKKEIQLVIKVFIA
Target sequence (Q00987 whole entry, looked up): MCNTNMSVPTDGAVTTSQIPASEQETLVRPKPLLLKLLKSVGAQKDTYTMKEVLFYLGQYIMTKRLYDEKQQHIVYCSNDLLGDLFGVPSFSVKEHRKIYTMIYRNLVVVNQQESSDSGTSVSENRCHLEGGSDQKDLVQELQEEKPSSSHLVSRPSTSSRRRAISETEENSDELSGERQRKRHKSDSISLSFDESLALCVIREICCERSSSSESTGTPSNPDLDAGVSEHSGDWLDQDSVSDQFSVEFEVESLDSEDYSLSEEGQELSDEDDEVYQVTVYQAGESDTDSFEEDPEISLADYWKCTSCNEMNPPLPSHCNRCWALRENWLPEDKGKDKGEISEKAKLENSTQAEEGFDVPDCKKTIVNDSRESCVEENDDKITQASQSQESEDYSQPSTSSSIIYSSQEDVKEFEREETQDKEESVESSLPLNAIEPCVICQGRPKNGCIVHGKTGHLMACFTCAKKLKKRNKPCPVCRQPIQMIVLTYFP
CXCR6 block: inhibitors of human CXCR6 receptor; inhibition, % at 20 µM; AID 602244; O00574; actives 0.36% (n = 360,000); CHO-K1 PathHunter CXCR6 beta-arrestin, luminescence; in the data active means inhibition above about 34%, passing the limit was not always enough;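 further: antagonist mode with CXCL16 agonist at 10 nM final; 0% = 10 nM CXCL16 with DMSO and 100% = unstimulated wells without agonist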
UPR XBP1 act: adaptive UPR (XBP1) activation | CHO-XBP1 luciferase reporter, IRE1-XBP1 UPR activation, luminescence; percent of tunicamycin response, DMSO as zero | activation, % at 20 µM | actives 0.33% (n = 330,000) | AID 463104;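 active means versus positive control, 20 µM dose yields 30% or more activation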;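 further: 100% = tunicamycin at 10 µg/mL and 0% = DMSO only wells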
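Assay system: IRE1-XBP1 luciferase reporter CHO line. Input: 1000 cells/well. Buffer or medium: F12 with 10% serum. Doses: 20 µM, 1% DMSO. Times: overnight seeding at 37 °C, 6 h compound treatment at 37 °C. Technique: Steady-Glo luciferase glow luminescence, 10 min after reagent addition.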
tim10-1 inh: growth inhibitors of tim10-1 mutant yeast | S. cerevisiae tim10-1 ts strain growth, BacTiter-Glo, 24 h | inhibition, % at 20 µM | actives 2.2% (n = 330,000) | AID 463190;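 active means inhibition of at least 40%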;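 further: mutant grown at 25 °C; 0% = DMSO wells with yeast and 100% = wells holding no yeast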
The depositor's hits bear a star; · = no result given. Some of the compounds tested, so the mix of outcomes need not match the whole.

SMILES	UPR CHOP act	APJ antag	APJ agonist	TIM10 inh	tim23-1 inh	Mdm2-MdmX inh	CXCR6 block	UPR XBP1 act	tim10-1 inh
O=C(CCNC(=O)C1CCN(S(=O)(=O)c2ccc(F)cc2)CC1)NCc1cccnc1	-0.8	4.4	-0.8	5.9	8.3	27.6	-2.6	-4.8	14.6
CSCCC(NS(=O)(=O)c1ccccc1F)C(=O)NCc1ccncc1 (configuration not stated)	0.9	1.9	0.8	10.8	-9.4	9.7	1.5	0.7	8.4
Cc1ccc(Cn2c(=N)c(C(=O)NCC3CCCO3)cc3c(=O)n4ccccc4nc32)cc1 (configuration not stated)	0.2	1.7	-0.7	9.6	3.8	5.6	5.6	-4.0	1.0
CC(=NC1CC1)C1=C(O)c2ccccc2C1=O	6.3	-12.0	-0.6	-4.9	0.3	-4.4	0.2	4.0	-4.9
O=C1NC(=O)C(CC(=O)N(c2ccccc2)C2(C(=O)NC3CCCC3)CCCCC2)N1 (configuration not stated)	0.1	-14.5	1.0	-9.1	2.7	5.9	4.7	-3.9	10.3
Cc1ccccc1NC(=O)c1cccc(NC(=O)c2ccccc2C(=O)O)c1	2.6	18.5	-1.0	19.1	17.1	27.2	7.6	-0.9	12.9
O=C(CN1CCN(S(=O)(=O)c2ccc(Br)cc2)CC1)N/N=C/c1ccncc1	1.2	19.5	-2.6	-3.5	16.7	-26.4	-16.7	4.4	-12.6
CCOC(=O)Nc1sc(=S)n(C)c1C	-0.1	-2.8	-5.5	-13.4	-6.2	-12.8	-0.6	-0.5	-26.2
N#Cc1cccc(NS(=O)(=O)c2ccc(S(=O)(=O)N3CCOCC3)cc2)c1	3.2	-10.4	-3.5	5.9	14.1	-15.5	0.5	-0.3	6.8
COc1ccc(NC(=O)COC(=O)c2cc(=O)c3ccccc3o2)cc1OC	-0.3	20.7	-4.4	19.9	0.0	1.9	3.6	0.8	7.9
O=C(Nc1nccs1)c1ccc(-c2ccc(F)cc2)o1	2.7	1.8	-0.6	33.0	-24.9	-178.2	8.7	1.0	15.6
COc1ccc(-c2csc(NC(=O)CS(=O)(=O)c3ccc(F)cc3)n2)cc1OC	-1.8	2.5	3.2	-4.3	13.6	6.3	-8.8	0.0	-3.0
O=C(CC(c1ccccc1)c1ccco1)Nc1nccs1 (configuration not stated)	-0.4	4.5	-2.1	17.9	30.2	17.9	-12.1	-0.1	32.3
O=C(NC1CCCC1)C(c1cccnc1)N(C(=O)c1csnn1)c1ccccc1Cl (configuration not stated)	-0.6	12.4	0.1	10.8	-2.0	14.6	-2.3	-2.4	-13.4
O=C1CCN(CCc2ccccc2)CCN1CCSc1ccc(Br)cc1	1.1	5.3	-1.2	-1.9	9.5	5.3	-8.6	-2.9	39.5
Cc1csc(NC(=O)c2ccc3nc[nH]c3c2)n1	-0.5	-6.4	5.6	-8.9	14.0	-83.5	-10.9	-10.8	12.1
CCn1c(SCc2ccc(OC)cc2)nnc1-c1ccncc1	-1.2	11.9	-1.0	26.7	20.6	17.0	-6.1	-0.3	30.0
CCCCN1CC(=O)N2[C@H]3c4cc(Br)ccc4OC[C@@H]3[C@H](C(=O)OCC)[C@]2(C)C1=O	-2.7	-1.1	-1.7	-2.2	1.6	20.8	-2.6	-0.9	-10.2
O=C(CNCC1CCCO1)Nc1ccc(N2CCCCCC2)cc1 (configuration not stated)	-1.4	-0.4	-2.3	13.5	6.2	-14.3	-5.4	0.3	14.2
O=C(NCC1CCCO1)c1ccc([N+](=O)[O-])s1 (configuration not stated)	-0.1	-20.5	2.9	12.0	29.5	-18.6	-11.8	-2.6	11.2
Fc1cccc2sc(N3CCOCC3)nc12	1.6	-9.5	-6.0	0.0	10.4	16.2	-7.7	9.0	0.5
O=C(NC(=S)NCc1cccnc1)c1cccc2ccccc12	-1.5	6.1	-1.6	15.6	11.2	9.5	-11.1	2.5	4.8
Cc1ccc(C(=O)CCNc2ccc(Br)cc2)o1	2.0	-2.5	9.9	22.4	4.0	-29.7	-1.9	2.4	13.1
CSc1nc2ncc3c(n2n1)CC1c2ccccc2CCN1C3=O (configuration not stated)	-0.7	7.0	-6.8	-15.5	-35.9	-21.8	3.8	-0.1	-3.4
CCn1c(SCC(=O)N/N=C/C(C)=C/c2ccco2)nnc1-c1ccccc1	-2.2	-13.4	-0.3	16.0	18.5	5.1	-4.1	3.5	21.4

More records follow:
SMILES	UPR CHOP act	APJ antag	APJ agonist	TIM10 inh	tim23-1 inh	Mdm2-MdmX inh	CXCR6 block	UPR XBP1 act	tim10-1 inh
CN(C)CCNC(=S)Nc1ccccc1C(C)(C)C	-1.5	15.3	0.4	6.7	8.2	12.4	1.7	-0.3	-0.3
CCN(CC)S(=O)(=O)c1ccc(/C(O)=C2/C(=O)C(=O)N(CCOC)C2c2ccccc2)cc1 (configuration not stated)	-2.1	-2.4	-0.9	-15.9	3.2	-0.9	-3.6	-0.1	-8.8
Cc1cc(NC(=O)c2noc3c2CCCCC3)nn1Cc1ccc(Cl)cc1	5.3	-11.6	0.4	-14.2	-2.5	-17.0	4.1	1.6	17.9
O=S(=O)(c1cnc[nH]1)N1CCN(c2ccc(F)cc2)CC1	-0.5	2.1	0.1	-6.8	18.0	14.3	-15.2	-2.8	4.9
CCOC(=O)c1ccc2c(c1)nc(COc1ccc(OC)cc1)n2CC	-2.1	0.9	-2.3	-4.1	13.8	8.6	5.0	-3.6	13.3
COC(=O)CN1C(=S)N(c2ccc(F)cc2)C(=O)C1CC(=O)Nc1ccc(F)cc1 (configuration not stated)	1.6	18.2	2.4	-2.2	0.1	21.8	-8.9	-3.8	-1.1
Cc1oc(-c2cccc(Br)c2)[n+]([O-])c1C	0.8	-7.4	-4.0	-8.6	2.5	-20.3	-0.2	-0.8	17.4
CCc1cccc(C)c1N(C(=O)Cn1c(COC)nc2ccccc21)C(C)COC (configuration not stated)	0.8	8.7	-4.4	30.6	46.6	-9.2	-3.0	3.9	39.9
CC(Oc1ccccc1F)C(=O)NN (configuration not stated)	-2.2	-7.8	-0.4	-11.4	2.1	19.8	2.3	1.9	-5.8
CCOc1ccc(-c2nc(CCl)cs2)cc1	3.9	-21.1	0.0	-8.3	-1.7	-22.2	-5.0	0.9	13.3
CC(=O)N1CCCc2cc(S(=O)(=O)N3CCCC(C(=O)Nc4ccc(C)cc4C)C3)ccc21 (configuration not stated)	1.0	6.6	2.3	12.0	10.1	24.5	-0.7	-5.1	9.1
CCOc1ccc(/C=C/C(=O)Nc2ccc(OC)cc2[N+](=O)[O-])cc1	1.9	-1.1	4.5	-2.0	8.5	41.3	-4.4	0.0	4.5
Cc1ccccc1-c1nc(CN2CCC(C(=O)NCC3CCCO3)CC2)c(C)o1 (configuration not stated)	-2.7	-2.8	-1.4	5.7	-3.9	11.7	-9.2	-0.3	-0.4
O=C(Nc1ccc(F)cc1)/C(=C1/CCCCCN1)[N+](=O)[O-]	0.0	10.7	-2.8	-3.5	6.3	28.5	1.0	-1.9	-7.6
CCCn1c(=O)c(C(=O)NCCCc2ccccc2)c(O)c2ccccc21	-0.2	-1.4	-0.9	-5.3	4.9	8.6	-3.7	0.4	-7.6
COc1ccc(OC)c(/C=C/C(=O)OCC(=O)Nc2nnc(-c3ccccc3)o2)c1	1.3	2.0	-4.7	-3.3	6.9	20.8	5.4	-0.9	1.1
C=CCn1c(SCC(=O)O)nnc1-c1cccs1	-1.3	-5.9	-1.4	-5.6	-6.2	10.6	3.4	-0.3	4.7
Cc1ccc(Nc2ccc(C(=O)N3CCCC3)cn2)c(C)c1	1.3	0.2	-0.4	6.1	-1.2	0.8	9.1	-1.5	6.8
N#C/C(=C/c1cccc(C(F)(F)F)c1)c1nc(CCN2C(=O)c3ccccc3C2=O)cs1	-1.5	-22.0	-0.5	27.1	-6.5	-12.1	-1.5	-3.6	14.5
CCN(CC#CCC(O)(c1ccccc1)c1ccccc1)C(C)C	0.4	4.9	-3.0	-6.3	9.0	11.9	-4.3	-3.8	1.6
COc1ccc(C(C(=O)NCc2ccccc2)N(C(=O)c2snc(C(N)=O)c2N)c2ccccc2OC)cc1 (configuration not stated)	-0.2	6.2	2.9	16.3	-10.5	11.2	4.6	-5.3	-8.3
COC(=O)c1ccc2[nH]c3cccc(/C(=C/c4ccccc4)c4ccccc4)c3c2c1	3.1	-6.5	9.9	-4.5	-1.4	65.5*	6.1	92.5*	13.3
COc1cccc(CNC(=O)CSCc2cnn(-c3ccccc3)c2-n2cccc2)c1OC	0.2	-20.1	-3.4	21.7	28.6	-1.4	0.3	-1.7	23.7
CNC(=O)C(=O)Nc1cc2c3c(c1)CCC(=O)N3CCC2	-0.6	-9.7	-2.2	-2.2	1.7	8.0	-1.0	-2.4	24.4
Cc1noc(NS(=O)(=O)c2ccc(NC(=O)CSc3nnc4c(n3)[nH]c3ccccc34)cc2)c1C	3.4	-13.8	-1.5	8.5	2.4	10.2	-0.9	-0.3	6.6

(more compounds)
SMILES	UPR CHOP act	APJ antag	APJ agonist	TIM10 inh	tim23-1 inh	Mdm2-MdmX inh	CXCR6 block	UPR XBP1 act	tim10-1 inh
Cc1nn(CCCC(=O)Nc2cnn(Cc3ccc(F)cc3)c2)c(C)c1[N+](=O)[O-]	1.9	1.7	-2.2	-2.7	1.6	-16.5	6.3	1.7	6.7
CCOCCn1c(-c2ccccc2)nc2ccccc21	0.4	4.1	-5.4	-15.3	3.8	21.2	8.9	-2.5	-13.4
COCCn1c(=O)[nH]c(=O)c2c1nc(-c1ccc(-c3ccc(Cl)cc3[N+](=O)[O-])o1)n2Cc1ccccc1	22.0	-16.7	1.2	28.9	12.0	31.4	8.9	-0.9	11.7
CCOC(=O)c1c(-c2ccccc2)csc1NC(=O)c1cc(-c2ccccc2OC)on1	1.2	-10.3	-1.9	3.3	0.7	-2.2	-6.9	25.9	14.8
CCOC(=O)N/N=C/c1cc(OC)c(O)c(OC)c1	-0.6	-2.2	-3.3	4.6	8.7	16.5	-9.8	-1.4	19.4
Cc1ccc(NCc2nnc(SCC(N)=O)n2CCc2ccccc2)cc1	-1.1	2.4	-3.4	-7.8	-3.2	-5.4	·	-1.9	19.3
Cc1ccc(C(=O)OCC(=O)N2CCNC2=O)c(C)c1	3.3	6.4	-4.2	1.4	-0.7	-10.4	-5.9	5.0	-3.9
COCOc1ccc(/C=C2/Oc3cc(OCOC)cc(OCOC)c3C2=O)c(OCOC)c1	3.1	-21.7	0.1	-20.4	3.6	33.9	9.0	2.4	-13.7
COc1ccc(OC)c(NS(=O)(=O)c2ccc3c(c2)n(C)c(=O)n3C)c1	-0.1	-2.2	1.3	12.5	-0.4	0.0	-1.9	-2.0	20.9
COc1ccc(NC(=O)c2cc(C)cc(C)c2)cc1S(=O)(=O)N1CCCCC1	-1.7	-55.2	-1.1	11.0	3.2	24.0	5.9	-2.8	4.5
